Pf growth 48h: inhibits P. falciparum growth in the first generation, 48 h | Potency, µM (series often up to 28.7 µM), inactives show top-dose activity change, negative = inhibition, usual class: inhibitors | AID 504832 | 310,000 tested, 5.9% active | P. falciparum luciferase growth in erythrocytes, 48 h; note: potency is the fitted concentration of half-maximal effect; % is set by controls: 0 for no effect and ±100 for the full control effect
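Luciferase-expressing P. falciparum in infected erythrocytes (2% hematocrit, 0.1% parasitemia final) in RPMI 1640/0.5% Albumax were exposed to compound for 48 hours at 37 C, 5% CO2; growth read as luminescence.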
Shiga inhibitor: inhibitors of Shiga toxin in Vero cells; Vero cells, Shiga toxin protein synthesis inhibition reporter; inhibition, % at 38.7 µM; 290,000 tested, 9.2% active; AID 2315; in the data active = inhibition mostly above about 28%, no sharp cut-off; inactive = mostly below about 43%; note: 0% is about no effect
CHX counter: counter-screen for Shiga toxin inhibitors: cycloheximide protein synthesis inhibition; max response, %; cell reporter, cycloheximide protein synthesis inhibition counterscreen; 300,000 tested, 12% active; in the data active = max response mostly above about 13%, no sharp cut-off; inactive = mostly below about 14%; note: read at 38.3 µM for the half of the compounds with a filed dose; 0% is about no effect
Pf growth 96h: inhibits malaria parasite growth, 96 h; 320,000 tested, 6.9% active; P. falciparum luciferase reporter growth, 96 h; Potency, µM (titrated, usually from 28.7 µM), for inactives: at the top dose activity change, negative = inhibition, hits mostly inhibitors; note: potency is the fitted concentration of half-maximal effect; % is set by controls: 0 for no effect and ±100 for the full control effect
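Parasite growth measured via integrated firefly luciferase reporter in P. falciparum. Infected erythrocytes at 2% hematocrit, 0.05% parasitemia final were treated 96 hours at 37 C under 5% CO2, and luminescence was read.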
LmPK inhibitor: LmPK (Leishmania mexicana) enzyme inhibition. Q27686. purified LmPK, Kinase-Glo ATP luminescence, 1 h. Potency, µM (highest dose often 57.5 µM), for inactives: top-dose activity change, negative = inhibition, usual class: inhibitors. 290,000 tested, 0.37% active. AID 1721; note: potency is the fitted concentration of half-maximal effect; % is set by controls: 0 for no effect and ±100 for the full control effect
Target sequence (Q27686 whole entry, looked up): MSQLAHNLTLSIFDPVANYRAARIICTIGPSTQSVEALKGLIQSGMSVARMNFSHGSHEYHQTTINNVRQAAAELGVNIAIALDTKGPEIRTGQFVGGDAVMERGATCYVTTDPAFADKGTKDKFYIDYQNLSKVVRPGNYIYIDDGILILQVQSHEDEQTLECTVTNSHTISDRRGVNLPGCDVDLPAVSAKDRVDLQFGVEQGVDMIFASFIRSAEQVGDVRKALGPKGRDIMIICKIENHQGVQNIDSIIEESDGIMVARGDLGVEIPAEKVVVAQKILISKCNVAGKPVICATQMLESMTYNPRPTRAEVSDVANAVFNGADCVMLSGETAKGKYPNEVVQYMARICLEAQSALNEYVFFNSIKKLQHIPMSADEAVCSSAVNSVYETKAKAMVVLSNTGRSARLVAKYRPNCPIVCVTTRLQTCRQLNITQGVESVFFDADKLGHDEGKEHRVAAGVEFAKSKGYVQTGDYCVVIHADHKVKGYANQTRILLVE
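ATP generated from ADP (0.1 mM) and PEP (0.5 mM) by 0.1 nM LmPK over 1 h at room temperature (pH 7.2 imidazole buffer) was detected by coupled luciferase luminescence. Values were normalized to uninhibited and no-enzyme wells.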
HCV inhibitor: inhibitors of hepatitis C virus infection. Huh7.5.1 HCVcc-Cre infection, luciferase reporter, 44 h. Potency, µM (series often up to 41.8 µM), inactives show at the top dose activity change, negative = inhibition, usual class: inhibitors. 340,000 tested, 3.4% active. AID 651820; note: potency is the fitted concentration of half-maximal effect; % is set by controls: 0 for no effect and ±100 for the full control effect
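HCVcc-Cre virus at an moi near 0.5 was added right after compound to cells cultured 4 h from seeding (1,000 cells/well). Luciferase activity was determined 44 h later, 15 min after substrate addition at RT.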
Tb PYK inh: T. brucei pyruvate kinase inhibition. Q57TT1. TbPYK enzyme, Kinase-Glo Plus ATP luminescence, 45 min. Potency, µM (doses to about 76.8 µM), for the others: top-dose activity, negative = inhibition, actives largely listed as inhibitors. 410,000 tested, 0.12% active; note: potency is the fitted concentration of half-maximal effect; % is set by controls: 0 for no effect and ±100 for the full control effect; nearly all actives have a fitted effect of over 50% in size
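Assay buffer: 50 mM TEA pH 7.2, 100 mM KCl, 10 mM MgCl2, 0.05% BSA, 0.01% Tween-20. Pyruvate kinase from T. brucei plus substrate met compound, then ADP (130 uM final). Luminescence was read post 45 min RT.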
An asterisk follows results filed as active; ? = inconclusive; nt = no result given; [ ] = another dose, or the depositor's remark. Unless noted, calls come from the whole dose curve; as a rule, active = well fitted curve in the direction sought with a large enough effect; inconclusive = small, poorly fitted or top-dose-only effect, or another doubt; inactive = no such curve, though single readings can be large; an effect the other way counts as inactive or inconclusive. Compounds as they come; overall some 24% were active at least once.

item	SMILES	CHX counter	HCV inhibitor	Shiga inhibitor	Pf growth 96h
1	Cc1c(Cl)cccc1NC(=S)N1CCN(c2ccc([N+](=O)[O-])cn2)CC1	-3	-12%	-14	1%
2	O=C(CCC1CCCCC1)NNC(=O)c1cnccn1	-4	35%[activator]	-5	?
3	Cc1cccc(-n2c(C)nc3c(cnn3-c3ccc(F)cc3)c2=O)c1	39*	6.3µM*	31	9.3µM*
4	COc1ccc(CN(CCO)CCO)cc1[N+](=O)[O-]	-3	-3%	-11	34%[activator]
5	COc1ccc(Cl)cc1NC(=O)c1cccnc1	-2	?	-9	0%
6	COc1ccccc1NC(=O)C1=C(C)NC2=C(C(=O)CC(c3ccc(OC)c(OC)c3)C2)C1c1coc2ccccc2c1=O (stereo unspecified)	-2	29%	7	0%
7	COc1ccc(N2CCN(C(=O)CSc3nnnn3-c3ccc4c(c3)OCCO4)CC2)cc1	-3	7.9µM*	-13	nt
8	Cc1cc(OCc2cc(C(=O)N(C)C3CCOCC3)no2)cc(C)c1Cl	86*	nt	126*	-13%
9	Cc1ccc(S(=O)(=O)N(CC(=O)N2CCOCC2)c2ccc(Br)cc2)cc1	-6	11%	-7	6%
10	O=C(NN1CCOCC1)c1ccccc1Br	-2	18%	5	?
11	O=C(CN1C(=O)NC2(CCCC2)C1=O)NCCN1C(=O)S/C(=C\c2ccccc2F)C1=O	nt	1%	nt	4.7µM*
12	CC1(C)CC(=O)C(CC(=O)NC(=O)NCc2ccccc2)=C(O)C1	-1	1%	1	-9%

item	LmPK inhibitor	Tb PYK inh	Pf growth 48h
1	0%	-16%	-10%
2	3%	3%	13µM*
3	-4%	0%	?
4	-2%	4%	9%
5	0%	-3%	nt
6	1%	8%	12µM*
7	3%	0%	?
8	-4%	-7%	-9%
9	6%	2%	10%
10	5%	-19%	29%
11	nt	-2%	?
12	1%	15%	-8%

Copied from above, nos. 10 to 12
item	SMILES	CHX counter	HCV inhibitor	Shiga inhibitor	Pf growth 96h
10	O=C(NN1CCOCC1)c1ccccc1Br	-2	18%	5	?
11	O=C(CN1C(=O)NC2(CCCC2)C1=O)NCCN1C(=O)S/C(=C\c2ccccc2F)C1=O	nt	1%	nt	4.7µM*
12	CC1(C)CC(=O)C(CC(=O)NC(=O)NCc2ccccc2)=C(O)C1	-1	1%	1	-9%

item	LmPK inhibitor	Tb PYK inh	Pf growth 48h
10	5%	-19%	29%
11	nt	-2%	?
12	1%	15%	-8%

Back to the main list; the 2 compounds before the break are reprinted first.
item	SMILES	CHX counter	HCV inhibitor	Shiga inhibitor	Pf growth 96h
11	O=C(CN1C(=O)NC2(CCCC2)C1=O)NCCN1C(=O)S/C(=C\c2ccccc2F)C1=O	nt	1%	nt	4.7µM*
12	CC1(C)CC(=O)C(CC(=O)NC(=O)NCc2ccccc2)=C(O)C1	-1	1%	1	-9%
13	O=C(NCc1cccs1)C1CCCN1C(=O)Nc1ccccc1Cl (stereo unspecified)	-5	6%	-8	-16%
14	COc1ccccc1NC(=O)c1ccccc1-c1nc(-c2ccccc2OC)no1	21*	-24%	24	nt
15	CCN(CC(=O)NCCc1ccc(F)cc1)Cc1nc2ccccc2c(=O)[nH]1	-2	-8%	-4	-19%
16	NCCCC(=O)N1c2ccccc2Sc2ccccc21	-4	-14%	-10	26%
17	COc1cccc(/C=N/n2c(COc3ccccc3)n[nH]c2=S)c1OC	-2	-10%	-6	2%
18	CCOC(=O)N1CCN(C(=O)CCn2nc(-c3ccc(Cl)cc3)ccc2=O)CC1	-3	-4%	-13	?
19	CCCCCCC/C=N/Nc1nnc(Cc2ccccc2)c(=O)[nH]1	-2	14%	16	9%
20	C/C(N)=C(/C#N)C(=O)CSc1nc2ccccc2c(=O)n1Cc1ccc(F)cc1	7	-19%	-3	?
21	Cc1ccc(Nc2cc(C)nc3nc(C)nn23)c(C)c1	-1	-7%[8.37 µM]	-8	?
22	COc1ccc(S(=O)(=O)/C(C#N)=C/Nc2ccc(NC(C)=O)cc2)cc1	-9	0%	-7	-24%
23	COc1nccc(Nc2ccccc2)c1C#N	1	-13%	-12	nt
24	CCc1ccc(-c2cc(C(F)(F)F)n3nc(C(=O)Nc4cnn(Cc5ccc(C)cc5)c4)cc3n2)s1	-6	11µM*	-10	4.7µM*

item	LmPK inhibitor	Tb PYK inh	Pf growth 48h
11	nt	-2%	?
12	1%	15%	-8%
13	1%	-2%	32%[activator]
14	-11%	-3%	?
15	5%	-5%	?
16	-13%	1%	nt
17	-9%	2%	15%
18	-3%	-2%	-8%
19	-3%	-7%	-11%
20	7%	-8%	?
21	-3%	4%	10%
22	2%	0%	?
23	-1%	2%	10%
24	8%	-18%	nt

The list continues:
item	SMILES	CHX counter	HCV inhibitor	Shiga inhibitor	Pf growth 96h
25	Cc1ccccc1NC(=O)c1oc(=O)c2ccccc2c1-c1ccccc1	-2	19%	70	?
26	O=C1C(=O)N(CCCn2ccnc2)C(c2ccc(Cl)cc2)/C1=C(\O)c1ccc2c(c1)OCCO2 (stereo unspecified)	-3	29%	23	13%
27	COc1ccc(OC)c(NC(=O)c2cc(-c3cc(C)c(C)cc3O)n[nH]2)c1	11	-11%	26	1.9µM*
28	CSCCC(NC(=O)c1ccccc1)C(=O)OCC(=O)c1ccc[nH]1 (stereo unspecified)	9	23%	15	13%
29	CC(C)c1c(C(=O)N/N=C2\CCc3ccccc32)nnn1-c1nonc1N	-6	-8%	35	?
30	CCOc1ccc(C2=Nn3c(CC)nnc3SC2)cc1	nt	-27%	nt	?
31	O=C(COC(=O)c1ccccc1)NCc1cccs1	11	11%	41	20%
32	NNc1ccc2c(C(F)(F)F)cc(C(F)(F)F)nc2n1	1	?	22	15%
33	COCCCNC(=O)/C=C/c1cccc(Cl)c1	21*	0%	30	98%[activator]
34	COc1ccccc1NC(=O)N1CCCC1C(=O)NCc1cccs1 (stereo unspecified)	5	-16%	-1	?
35	CN1CCN(C2=C(NS(=O)(=O)c3cccs3)C(=O)c3ccccc3C2=O)CC1	-3	11µM*	12	?
36	Cc1[nH]c(-c2ccco2)nc1C(=O)O	-1	18%	-9	6.6µM*

item	LmPK inhibitor	Tb PYK inh	Pf growth 48h
25	-1%	3%	-3%
26	0%	2%	-11%
27	-3%	-5%	2.6µM*
28	-4%	-1%	4%
29	-12%	-4%	3%
30	nt	-13%	?
31	0%	-7%	23%
32	4%	-4%	?
33	-4%	2%	39%[activator]
34	1%	2%	-11%
35	-17%	-13%	?
36	-4%	-18%	10%

Copied from the list.
no. 32 in Tb PYK inh → -4%
no. 31 in CHX counter → 11
no. 27 in Pf growth 96h → 1.9µM*

(continued)
item	SMILES	CHX counter	HCV inhibitor	Shiga inhibitor	Pf growth 96h
37	COc1ccc2[nH]c(C(=O)N(C)Cc3ccccc3)c(C)c2c1	8	1%	17	1%
38	O=C(O)/C=C/C(=O)NCc1csc2ccccc12	8	26%	-7	5%
39	Cc1sc(NC(=O)c2cc3ccccc3oc2=O)c(C(=O)OC(C)C)c1-c1ccccc1	-3	2%	-4	nt
40	Cc1cccc(N2C(=O)CC(N3CCN(c4ccccn4)CC3)C2=O)c1 (stereo unspecified)	-2	15%	16	29%
41	CCOc1ccc(NC(=O)CSc2nnc(C3CC3)n2C)cc1	-1	-2%	2	2.1µM*
42	COCC(C)n1c(C)cc(C(=O)COc2ccc(C)nc2[N+](=O)[O-])c1C (stereo unspecified)	8	10%	27	?
43	O=C(CCC1CCCC1)c1c(O)c2ccccc2oc1=O	-3	?	-10	-17%
44	COc1ccc(CN2CCCCC2c2cccnc2)c(OC)c1C (stereo unspecified)	-11	11%	-10	?
45	COc1ccc(-c2nc3ccccc3o2)cc1OC	36*	?	36*	56%[activator]
46	COc1ccc(/C=N/NC(=O)c2ccccc2O)cc1COc1ccccn1	23*	10%	41*	0%
47	O=C(Nc1ccc2oc(-c3ccccc3F)nc2c1)c1ncn[nH]1	52*	-3%	80*	159%[activator]
48	COc1ccc(-n2c(C)nnc2SCC(=O)N2C(C)CCCC2C)cc1 (stereo unspecified)	4	3%	-1	63%[activator]

item	LmPK inhibitor	Tb PYK inh	Pf growth 48h
37	-2%	-6%	nt
38	-12%	1%	14%
39	-7%	1%	14%
40	1%	-1%	-4%
41	-2%	-9%	-3%
42	-2%	2%	15%
43	0%	3%	28%
44	-3%	4%	?
45	-15%	-6%	88%[activator]
46	-3%	3%	-18%
47	-4%	-9%	nt
48	-5%	2%	-8%

More entries
item	SMILES	CHX counter	HCV inhibitor	Shiga inhibitor	Pf growth 96h
49	COc1ccc(N(CC(=O)Nc2ccc3c(c2)OCCO3)S(=O)(=O)c2cccnc2)cc1	20*	?	22	?
50	COc1ccc(NC(=O)CSc2nnc(-c3cccs3)n2Cc2ccco2)cc1OC	-3	?	-12	nt
51	O=C(c1cncs1)N1CCCC(CNS(=O)(=O)c2cccs2)C1 (stereo unspecified)	1	13%	-8	15%
52	O=C1COc2ccc(C(=O)COC(=O)c3cc(S(=O)(=O)NCc4ccccc4)ccc3O)cc2N1	3	10%	10	?
53	CN(C)c1ccccc1C(=O)N1CCCC(C(=O)c2ccc3ccccc3c2)C1 (stereo unspecified)	1	?	32	?
54	COc1ccc(-n2nc(C(=O)c3cccs3)cc(-c3nc4ccccc4[nH]3)c2=N)cc1	1	11µM*	-3	?
55	CCCC(=O)Nc1ccccc1NC(C)=O	-1	-8%	-10	9%
56	CC(=O)[C@@]1(O)CC[C@H]2[C@@H]3C[C@H](C)C4=CC(=O)C=C[C@]4(C)[C@@]3(F)[C@@H](O)C[C@@]21C	-1	5%[8.37 µM]	-3	-24%
57	COc1ccc(NS(=O)(=O)c2ccc(C)c(C(=O)N3CCC3)c2)cc1	nt	?	nt	7%
58	O=c1cc(CN2CCc3ccccc3C2)nc2sccn12	8	-8%	13	?
59	COc1cc(C(=O)NNC(=O)Nc2ccc([N+](=O)[O-])cc2)cc(OC)c1OC	5	13%	-2	-6%

item	LmPK inhibitor	Tb PYK inh	Pf growth 48h
49	4%	-2%	32%[activator]
50	2%	-10%	-20%
51	10%	-1%	5%
52	3%	4%	-1%
53	4%	-24%	-15%
54	4%	1%	3.3µM*
55	0%	-1%	8%
56	1%	-5%	-23%
57	nt	-5%	12%
58	1%	-8%	48%[activator]
59	6%	-5%	5%

High-throughput results from PubChem BioAssay.
